Source: PubChem BioAssay
HADH2 inh – qHTS Assay for Inhibitors of HADH2 (Hydroxyacyl-Coenzyme A Dehydrogenase, Type II). Potency, µM (top dose mostly 57.1 µM), without a hit: top-dose activity change, negative = inhibition, actives largely listed as inhibitors. 3.4% of 73,000 active. recombinant HADH2, NADH fluorescence, beta-hydroxybutyryl-CoA. AID 886, 2007. 3-hydroxyacyl-CoA dehydrogenase type-2 (Homo sapiens), Q99714; also: potency is read from the fitted curve at half-maximal effect; % is scaled to controls: 0 for no effect and ±100 for the full control effect; nearly all actives have a fitted effect of over 60% in size; many of its hits are not listed in these tables
Target sequence (Q99714 whole entry, looked up, one chain of several): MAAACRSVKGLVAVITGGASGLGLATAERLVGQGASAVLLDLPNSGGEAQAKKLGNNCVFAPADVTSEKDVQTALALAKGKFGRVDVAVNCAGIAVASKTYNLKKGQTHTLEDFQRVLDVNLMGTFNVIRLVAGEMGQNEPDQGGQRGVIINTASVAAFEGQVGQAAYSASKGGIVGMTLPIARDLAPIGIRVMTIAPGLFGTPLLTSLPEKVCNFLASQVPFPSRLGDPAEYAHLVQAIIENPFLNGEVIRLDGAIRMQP
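NADH fluorescence (ex 360/em 450 nm) read every 30 s for 4 min; activity taken as last-minus-first time point difference. Enzyme 20 nM, NAD+ 1 mM, beta-hydroxybutyryl-CoA 90 uM, pH 9.0 Tris buffer.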
Tau filament bind – qHTS Assay for Tau Filament Binding | Potency, µM (top dose mostly 57.1 µM), for the others: at the highest dose activity change, negative = inhibition | Microtubule-associated protein tau (Homo sapiens), P10636 | recombinant tau filaments, thioflavin S fluorescence, 15 h; filaments grown with octadecylsulfate alongside compound | 2% of 71,000 active;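 also: potency is read from the fitted curve at half-maximal effect; % is scaled to controls: 0 for no effect and ±100 for the full control effect; actives lower thioflavin S fluorescence by blocking filaments or displacing dye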
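Quantitative HTS: thioflavine S signal from ODS-induced tau filaments, excited at 450 nm, emission 510 nm. Conditions: 1 uM tau, 30 uM ODS, 15 h at 37 C, pH 7.4.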
DNA Pol III inh – qHTS Assay for Inhibitors of DNA Polymerase III Holoenzyme System; reconstituted DNA polymerase III holoenzyme replication, biochemical; Potency, µM (doses to about 57.1 µM), for inactives: at the top dose activity change, negative = inhibition; 0.25% of 71,000 active; also: potency is read from the fitted curve at half-maximal effect; % is scaled to controls: 0 for no effect and ±100 for the full control effect
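Reconstituted *E. coli* holoenzyme (0.35 nM Pol III, 1 nM beta, 154 nM SSB, 2 nM primase) was preincubated with compound for 15 min at RT. Synthesis on 1.4 nM ssM13Gori ran 35 min, then was stopped with PicoGreen/EDTA and read as dsDNA fluorescence.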
HEK293 cAMP ctrl – qHTS Assay for Agonists of the Thyroid Stimulating Hormone Receptor: Activators of Intracellular cAMP Concentrations in Parental HEK 293; parental HEK293 CNG cAMP sensor, membrane potential fluorescence; Potency, µM (highest dose often 57.1 µM), for the others: top-dose activation, usual class: activators; 2.5% of 73,000 active; AID 938, 2007; also: potency is read from the fitted curve at half-maximal effect; % of control where 0% means no effect; nearly all actives have a fitted effect of over 55% in size
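Parental HEK 293 cells stably expressing a modified CNG channel (no TSHR) report cAMP rise as membrane depolarization. Membrane potential dye with 100 uM RO 20-1724 was loaded for 60 min at room temperature, then compound added for 30 min; fluorescence read at 590 nm.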
Casp7 inh – qHTS Assay for Allosteric/Competitive Inhibitors of Caspase-7. 0.02% of 75,000 active. P55210. recombinant caspase-7, Ac-DEVD-AFC fluorescence rate. Potency, µM (top dose mostly 57.5 µM), without a hit: at the highest dose activity change, negative = inhibition, hits mostly inhibitors; active = well fitted inhibition curve with a large enough effect in the main read-out, with a control signal flat, not every such curve was filed as active; inconclusive = small, poorly fitted or top-dose-only effect, or a change in a side signal; also: potency is read from the fitted curve at half-maximal effect; % of control where 0% means no effect
Target sequence (P55210 24-198 limits assumed): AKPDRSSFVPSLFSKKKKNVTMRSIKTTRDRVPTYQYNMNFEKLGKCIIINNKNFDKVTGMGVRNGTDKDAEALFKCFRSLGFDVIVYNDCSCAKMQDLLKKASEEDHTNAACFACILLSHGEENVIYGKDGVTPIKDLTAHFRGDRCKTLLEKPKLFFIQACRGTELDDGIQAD
Target sequence (P55210 207-303 limits assumed): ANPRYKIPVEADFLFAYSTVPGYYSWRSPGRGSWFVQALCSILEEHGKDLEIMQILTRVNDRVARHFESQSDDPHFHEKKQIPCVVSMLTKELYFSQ
15-hLO inh – qHTS Assay for Inhibitors of 15-hLO (15-human lipoxygenase); purified 15hLO-1, xylenol orange hydroperoxide absorbance; AID 887, 2007; Polyunsaturated fatty acid lipoxygenase ALOX15 (Homo sapiens), P16050; 1.4% of 74,000 active; Potency, µM (titrated, usually from 57.1 µM), for inactives: top-dose activity change, negative = inhibition, most hits filed as inhibitors; also: potency is read from the fitted curve at half-maximal effect; % is scaled to controls: 0 for no effect and ±100 for the full control effect; nearly all actives have a fitted effect of over 55% in size
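Hydroperoxide formed from arachidonic acid (50 uM) by purified human 15hLO-1 (40 nM) oxidizes ferrous iron, and the ferric-xylenol orange complex is read at 573 versus 405 nm. Compounds were preincubated 15 min; reaction ran 6 min at room temperature.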
BRCT PPI red – qHTS Assay for Inhibitors of BRCT-Phosphoprotein Interaction (Red Fluorophore); BRCT-phosphopeptide binding, red fluorescence polarization; Potency, µM (doses to about 76.9 µM), inactives show at the top dose activity change, negative = inhibition, actives largely listed as inhibitors; 0.03% of 75,000 active; AID 892, 2007; Breast cancer type 1 susceptibility protein (Homo sapiens), P38398; also: % is scaled to controls: 0 for no effect and ±100 for the full control effect
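Rhodamine-labelled pBACH1 10-mer (100 nM) bound to BRCT domain (100 nM) at pH 7.3; compounds incubated 12 min room temperature, polarization read. Free peptide defines full inhibition; unlabelled decapeptide titrated as control.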
Rhodamine fluor – qHTS Assay for Spectroscopic Profiling in Rhodamine Spectral Region; Rhodamine-region fluorescence, 547/598 nm, Tris buffer; active compounds read high; max dye-equivalent concentration, M; 0.05% of 59,000 active; in the data active = max dye-equivalent concentration above about 11 nM; inconclusive = between about 1.1 nM and that limit
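Steps: pin-transfer compounds into pH 8.0 Tris (100 mM), hold 15 min at room temperature, image with a 547/598 nm filter pair, and convert intensities to rhodamine-equivalent concentration using a six-point on-plate rhodamine series.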
Casp1 inh – qHTS Assay for Allosteric/Competitive Inhibitors of Caspase-1; P29466; Potency, µM (series often up to 57.5 µM), for inactives: at the highest dose activity change, negative = inhibition, actives largely listed as inhibitors; Caspase-1 enzyme, Ac-WEHD-AFC fluorogenic rate; AID 900, 2007; 0.03% of 75,000 active;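 also: potency is read from the fitted curve at half-maximal effect; plate controls were vehicle for no effect and no substrate for full effect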
Target sequence (P29466 120-297 limits assumed): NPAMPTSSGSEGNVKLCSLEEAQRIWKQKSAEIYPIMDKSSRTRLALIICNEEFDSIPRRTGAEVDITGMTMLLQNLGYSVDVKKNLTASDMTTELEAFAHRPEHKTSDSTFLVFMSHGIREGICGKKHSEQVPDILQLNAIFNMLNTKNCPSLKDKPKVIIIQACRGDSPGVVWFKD
Target sequence (P29466 317-404 limits assumed): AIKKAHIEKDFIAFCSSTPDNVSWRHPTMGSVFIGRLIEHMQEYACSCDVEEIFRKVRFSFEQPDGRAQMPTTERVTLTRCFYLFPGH
USP2a inh – qHTS Assay for Inhibitors of Ubiquitin-specific Protease USP2a; Potency, µM (highest dose often 38.3 µM), without a hit: at the highest dose activity change, negative = inhibition, actives largely listed as inhibitors; 0.1% of 60,000 active; USP2a enzymatic assay, qHTS inhibition;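 also: potency is read from the fitted curve at half-maximal effect; nearly all actives have a fitted effect of over 60% in size; plate controls were DMSO for no effect and NEM full inhibition control for full effect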
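USP2 core (20 nM final) was preincubated with compound for 30 min at RT in 20 mM Tris-HCl pH 8.0, 2 mM CaCl2, 2 mM beta-mercaptoethanol; Ub-PLA2 (20 nM) plus NBD C6-HPC (20 uM) then added, fluorescence read after 2.5 h.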
BRCT PPI green – qHTS Assay for Inhibitors of BRCT-Phosphoprotein Interaction (Green Fluorophore). Breast cancer type 1 susceptibility protein (Homo sapiens), P38398. BRCA1 BRCT-phosphopeptide binding, green fluorescence polarization. Potency, µM (series often up to 76.9 µM), for the others: at the highest dose activity change, negative = inhibition, usual class: inhibitors. 0.05% of 75,000 active. AID 875, 2007;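 also: potency is read from the fitted curve at half-maximal effect; plate controls were peptide without protein for full effect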
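Fluorescence polarization: His-tagged BRCT (~35 kDa BRCA1 C-terminus, 250 nM) bound to 100 nM fluorescein-labeled phosphorylated 10-aa BACH1 peptide, pH 7.3 phosphate buffer with DTT and Tween 20. Compounds incubated 12 min at room temperature; inhibition read as lowered polarization.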
Numbers without * were called inactive; i = inactive; ? = inconclusive; . = no result given; & = joins results of further samples; [ ] = remark or other dose. Unless noted, calls follow the shape of the dose curve; as a rule, active = well fitted curve in the direction sought with a large enough effect; inconclusive = small, poorly fitted or top-dose-only effect, or another doubt; inactive = no such curve, though single readings can be large; an effect the other way counts as inactive or inconclusive.

SMILES	HADH2 inh	Tau filament bind	DNA Pol III inh	HEK293 cAMP ctrl	Casp7 inh	15-hLO inh	BRCT PPI red	Rhodamine fluor	Casp1 inh	USP2a inh	BRCT PPI green
C[C@H](Br)C(=O)N[C@H](CO)C(=O)O	-0.3%[11.4 µM]	1.7%[11.4 µM]	1.5%[11.4 µM]	2.1%[11.4 µM]	0.7%[11.5 µM]	7.8%[11.4 µM]	-1.2%[15.4 µM]	i	-1.3%[11.5 µM]	.	-1.0%[15.4 µM]
CCC(=NCCO)c1c(O)n(-c2ccc(Cl)cc2)c(=O)[nH]c1=O	-3.9%	-9.2%	2.3%	-4.2%	-0.6%	5.8%	1.4%	i	-1.1%	-4.4%	-0.4%
O=[As](O)(O)c1ccc(Cc2ccc([As](=O)(O)O)cc2)cc1	?	-4.6%[11.4 µM]	-4.2%[11.4 µM]	-5.5%[11.4 µM]	-4.7%[11.5 µM]	?	1.1%[15.4 µM]	i	0.4%[11.5 µM]	.	-1.7%[15.4 µM]
COc1ccccc1N1CCN(Cc2c(F)cccc2F)CC1	-9.9%	-9.5%	-4.1%	-8.5%	-1.9%	1.9%	0.9%	.	-2.5%	-1.9%	-3.7%
FC(F)(F)c1ccc2c(c1)NP(=S)(N1CCOCC1)c1nccn1-2 (stereo not given)	-1.7%	-1.9%	-2.2%	0.7%	-0.7%	-0.5%	0.5%	i	0.5%	-0.3%	4.1%
Cc1ccc2ccccc2c1	0.2%	3.7%	0.6%	?	0.6%	-4.9%	0.6%	.	-2.9%	.	-0.7%
CC(C)C[C@H](NP(=O)(O)O[C@@H]1O[C@@H](C)[C@@H](O)[C@@H](O)[C@H]1O)C(=O)N[C@@H](Cc1c[nH]c2ccccc12)C(=O)O	9.4%	5.0%	-8.1%	-3.3%	1.2%	8.4%	1.2%	i	-0.8%	1.8%	-3.1%
O=C1CC(C(=O)N2CCC3(CC2)OCCO3)CN1CCc1ccccc1 (stereo not given)	2.7%	-7.0%	-3.3%	3.3%	-1.2%	7.4%	-1.4%	i	0.6%	-3.1%	-0.2%
Nc1ccc(Cc2ccc(N)cc2)cc1	8.3%	-25.2%	-5.2%	?	-1.1%	-9.0%	0.5%	.	-3.9%	.	-1.0%
CC[C@@]1(O)CC(O)c2c(cc3c(c2O)C(=O)c2c(O)ccc(O)c2C3=O)C1C(=O)OC (stereo not given in full)	.	.	.	.	-8.7%	-7.7%	?	.	-6.6%	42.2%[activator]	7.4%[3.08 µM]
c1cc(CN2CC3(CCNCC3)C2)ccn1	2.0%	-11.0%	-5.2%	-3.4%	-3.4%	12.6%	0.3%	i	-1.3%	-10.1%	-0.8%
Cc1cc(C)n2nc(C)[n+](C)c2n1	?	0.0%	-4.9%	-1.9%	-0.1%	1.3%	-0.9%	i	-0.6%	-4.2%	-1.3%
ClC1=C(Cl)C2(Cl)C3C(Cl)C=CC3C1(Cl)C2(Cl)Cl (stereo not given)	-6.9%	2.5%	-4.5%	19.7%	1.1%&0.3%	-2.9%&-5.8%	1.0%&-0.6%	.	-1.7%&0.8%	-16.9%	0.3%&-1.1%
CCN(CC)c1ncnc2c1ncn2[C@@H]1O[C@@H](COP(=O)(O)OP(=O)(O)C(Br)(Br)P(=O)(O)O)[C@H](O)[C@@H]1O	2.8%	-6.6%	-2.9%	24.0%	1.4%	-9.2%	1.1%	i	5.4%	-1.4%	-1.0%
CCC(=Nc1ccc(OC)cc1OC)c1c(O)[nH]c(=O)[nH]c1=O	1.2%	-24.0%	-8.0%	-2.0%	-1.9%	-2.7%	-0.9%	i	-2.2%	5.6%	-0.4%
COc1ccc(-c2nc(CS(=O)CC(=O)N3CCC4(CC3)OCCO4)c(C)o2)cc1 (stereo not given)	-18.4%	-4.1%	-5.0%	-0.3%	-4.8%	-2.3%	0.0%	i	-0.4%	-1.0%	-1.1%
COc1ccc2cc1Oc1ccc(cc1)CC1c3cc(c(OC)cc3CCN1C)Oc1c(OC)c(OC)cc3c1C(C2)N(C)CC3 (stereo not given)	.	.	.	.	0.4%	-8.1%	-1.2%	.	2.8%	49.7%[activator]	-0.1%[3.08 µM]
Oc1ccc2c3c1O[C@H]1c4[nH]c5c(c4C[C@@]4(O)[C@@H](C2)N(CC2CC2)CC[C@]314)C[C@]1(O)[C@H]2Cc3ccc(O)c4c3[C@@]1(CCN2CC1CC1)[C@@H]5O4	-16.4%	11.4%	-11.8%	-3.8%	-2.7%	-26.4%[25.6 µM]	0.3%	.	-1.2%	.	-4.2%
Clc1ccc(C2=CCC[C@H]3CC[C@@H]2N3)cn1	2.2%	?	-5.5%	7.2%	-0.3%	?	-1.4%	.	1.6%	.	1.1%
NCCc1c[nH]c2ccc(OC(=O)C(=O)O)cc12	-1.4%[11.4 µM]	3.5%[11.4 µM]	-4.3%[11.4 µM]	4.7%[11.4 µM]	1.2%[11.5 µM]	4.9%[11.4 µM]	0.3%[15.4 µM]	i	0.0%[11.5 µM]	.	-1.1%[15.4 µM]
CN1C2CC(OC(=O)C(CO)c3ccccc3)CC1C(O)C2 (stereo not given)	.	.	.	.	-1.4%	-1.2%	1.8%	.	-1.7%	5.2%	1.7%[3.08 µM]
CN(C)P(=NC(=S)c1cccn1C)(N(C)C)N(C)C	?	-6.6%	-5.2%	?	-0.1%	?	0.9%	i	0.9%	-5.1%	-0.3%
C/C=C(/C)C(=O)OC1CC[C@]2(C)C3CCC4[C@]5(O)CC(O)[C@]6(O)C(CN7CC(C)CCC7[C@]6(C)O)[C@]5(O)C[C@@]42O[C@]13O (stereo not given in full)	.	.	.	.	-0.7%	-1.0%	2.4%	.	2.6%	-1.2%	-3.1%
CCOC(=O)N(C)c1ccc(C(O)(C(=O)OCC)C(F)(F)F)cc1 (stereo not given)	-3.6%	-4.1%	-5.8%	?	-0.8%	-6.1%	-0.1%	i	-1.1%	2.2%	0.7%
N#Cc1ccccc1	1.5%	8.1%	-1.9%	12.3%	0.4%	0.0%	-1.1%	.	-2.4%	.	0.6%
CCN(CC)C(=O)c1ccc(NC(=O)CSc2nnnn2-c2cc(OC)ccc2OC)cc1	6.8%	12.6%	-0.8%	15.6%	2.6%[0.00368 µM]	8.9%	-4.2%	i	-1.2%	25.7%	0.0%
C=CCN1CC[C@]23c4c5ccc(O)c4O[C@@H]2C(=O)CC[C@]3(O)[C@H]1C5	1.6%	?	-5.4%	4.2%	-2.9%	-9.2%&-4.7%[25.6 µM]	0.5%	i	-0.9%	-8.5%[17.1 µM]	-6.4%
COc1cc([C@@H](O)CN)ccc1O	13.3%	3.2%	-3.2%	-4.7%	-0.5%	10.4%	-1.8%	i	1.2%	-3.0%	-2.6%
Cc1ccc(S(=O)(=O)Nc2cc(C(=O)N3CCC4(CC3)OCCO4)ccc2N2CCCCC2)cc1	-11.5%	2.7%	3.2%	-3.6%	-2.5%	-5.6%	-1.0%	i	-2.7%	25.9%	0.5%
CC(C)CN1CC[C@@]2(CCCN(C(=O)Oc3ccccc3)C2)C1	-2.9%	4.8%	-8.5%	20.8%	-0.2%	6.5%	0.7%	i	-3.0%	66.7%[activator]	-1.4%
COc1cc(Cn2c(=O)oc3ccc(C)cc32)ccc1OC(C)C	4.2%	1.2%	-4.5%	?	-2.3%	-8.4%	1.2%	i	-2.5%	-2.0%	-0.1%
COc1ccc2c(c1)[C@@]13CCCCC1[C@@H](C2)N(C)CC3 (stereo not given in full)	.	.	.	.	-0.1%	-0.4%	0.8%	.	6.1%	-2.7%	1.8%[3.08 µM]
O=c1[nH]c(=O)n(CCc2ccc(F)cc2)c(O)c1C=NCCCN1CCOCC1	0.3%	4.2%	-1.9%	1.2%	-1.1%	5.9%	0.3%	i	-2.7%	9.6%	0.3%

An excerpt; rates above refer to the full screens.
